Bfl-1 Bim block – inhibitors of Bim binding to Bfl-1, primary screen, biochemical, multiplexed, bead-based flow cytometry | Bcl-2-related protein A1 (Homo sapiens), Q16548 | Bim-Bfl-1 binding inhibition | inhibition, % at 10 µM | actives 0.12% (n = 190,000) | AID 1008, 2008;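 note: 0% = wells without compound plus tracer and 100% = blocker peptide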
Rac1 wt modul – wildtype Rac1 GTP binding modulators, primary screen, biochemical, GST-Rac1 beads, flow cytometry, multiplex. Ras-related C3 botulinum toxin substrate 1 (Homo sapiens), P63000. AID 757, 2007. GTP binding activity (% of control), % at 10 µM. actives 0.27% (n = 190,000). fluorescent GTP binding; actives lie on both sides; 0 = cold GTP competed, 100 = untreated;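 active = GTP binding activity at least 20 points away from the 100% control level, either lower or higher; inconclusive = compound flagged as likely green fluorescent, judged across all proteins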
Cdc42 wt GTP – modulators of GTP binding to wildtype Cdc42, primary screen, biochemical, multiplex bead flow cytometry, Bodipy-GTP | Cell division control protein 42 homolog (Homo sapiens), P60953 | GST-Cdc42 beads; actives lie on both sides | percent activity (GTP binding), % at 10 µM | actives 0.2% (n = 190,000) | AID 761, 2007;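 active = percent activity GTP binding at least 20 points away from the 100% baseline, either down as inhibitor or up as activator; inconclusive = compound flagged as likely green fluorescent from well-wide comparison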;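 note: median bead fluorescence of bound Bodipy-FL-GTP at 100 nM; 0% = excess unlabeled GTP control and 100% = no compound control; below 100% means less GTP binding so inhibitor and above means activator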
Bcl-B Bim block – inhibitors of Bim-Bcl-B binding, primary screen, biochemical, multiplexed, human Bcl-2 family. Bcl-2-like protein 10 (Homo sapiens), Q9HD36. bead-based flow cytometry, Bim peptide-Bcl-B binding. inhibition, % at 10 µM. actives 0.073% (n = 190,000). AID 951, 2007;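 note: 0% = tracer peptide without compound and 100% = reference inhibitor peptide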
Rab2 wt GTP – modulators of GTP binding to Rab2A wildtype, primary screen, biochemical, dog, bead-based flow cytometry, multiplex; GST-Rab2 wt beads, Bodipy-GTP binding; GTP binding activity, % at 10 µM; actives 0.19% (n = 190,000); AID 760, 2007;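 active = GTP binding activity at least 20 points away from 100%, either lowered or raised; inconclusive = signal likely due to the compound's own green fluorescence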;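 note: 0% = beads with excess unlabeled GTP and 100% = no-compound control corrected for plate trend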
Rab7 wt modul – modulators of GTP binding to Rab7, primary screen, biochemical, wildtype, multiplex bead flow cytometry | Rab7 GTPase wild type (dog), Bodipy-FL-GTP binding | GST-Rab7 beads, fluorescent GTP binding; actives lie on both sides; untreated = 100%, excess cold GTP = 0% | GTP binding activity (percent of control), % at 10 µM | actives 0.055% (n = 190,000);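 active = fluorescent GTP binding to Rab7 beads changed by at least 20 points from the 100% baseline, either direction, mostly lower; inconclusive = compound itself probably fluorescent, or too few beads counted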;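 note: median green fluorescence of bound Bodipy-FL-GTP per Rab7 bead population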
Rac1 mut GTP – GTP binding modulators of activated mutant Rac1, primary screen, biochemical, bead-based flow cytometry, multiplex, fluorescent GTP; GST-Rac1 activated beads; actives lie on both sides; 100% means binding = to untreated wells; percent activity (GTP binding), % at 10 µM; actives 0.11% (n = 190,000); AID 764, 2007;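 active = GTP binding at least 20 percentage points away from the 100% baseline, in either direction, so actives lie on both sides; inconclusive = Compound likely fluorescent itself, or too few beads counted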
Bcl-W Bim block – inhibitors of Bim binding to Bcl-W, primary screen, biochemical, multiplexed, bead-based flow cytometry | inhibition, % at 10 µM | actives 0.02% (n = 190,000) | Bcl-2-like protein 2 (Homo sapiens), Q92843 | Bim peptide-Bcl-W binding;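 note: 0% = bound tracer without compound and 100% = peptide blocker; higher means less fluorescent Bim peptide bound to Bcl-W beads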
Target sequence (Q92843 whole entry, looked up): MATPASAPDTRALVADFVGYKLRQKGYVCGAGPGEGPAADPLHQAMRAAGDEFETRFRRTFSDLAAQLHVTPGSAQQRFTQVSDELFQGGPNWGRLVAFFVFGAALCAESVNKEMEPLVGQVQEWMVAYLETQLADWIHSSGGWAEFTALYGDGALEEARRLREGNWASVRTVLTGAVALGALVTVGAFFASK
HRas wt GTP – modulators of GTP binding to HRas wildtype, primary screen, biochemical, bead-based flow cytometry, multiplex; GST-Ras wt beads, Bodipy-FL-GTP binding; actives lie on both sides; GTP binding activity, % at 10 µM; actives 0.14% (n = 190,000);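 active = GTP binding activity at least 20% away from the 100% baseline, either lowered as inhibitor or raised as activator; inconclusive = flagged as likely green fluorescent, judged across all proteins in the well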;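 note: 0% = unlabeled GTP competition control and 100% = no-compound control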
Target sequence (P01112 whole entry, looked up): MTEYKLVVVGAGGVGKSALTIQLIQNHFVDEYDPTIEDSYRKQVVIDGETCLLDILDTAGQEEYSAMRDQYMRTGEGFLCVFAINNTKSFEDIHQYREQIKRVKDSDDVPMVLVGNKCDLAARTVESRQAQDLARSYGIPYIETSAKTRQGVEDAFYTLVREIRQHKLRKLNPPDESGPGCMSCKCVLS
Bim-Bcl-2 – inhibitors of Bim-Bcl-2 binding, primary screen, biochemical, multiplexed, human Bcl-2 family. Apoptosis regulator Bcl-2 (Homo sapiens), P10415. Bead-based flow cytometry, Bim peptide-Bcl-2 binding. inhibition, % at 10 µM. actives 0.06% (n = 190,000); in the data active = inhibition above about 40%; inconclusive = no clear call, values can overlap the other calls;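 note: 0% = no compound wells with probe peptide and 100% = reference peptide inhibitor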
Target sequence (P10415 whole entry, looked up): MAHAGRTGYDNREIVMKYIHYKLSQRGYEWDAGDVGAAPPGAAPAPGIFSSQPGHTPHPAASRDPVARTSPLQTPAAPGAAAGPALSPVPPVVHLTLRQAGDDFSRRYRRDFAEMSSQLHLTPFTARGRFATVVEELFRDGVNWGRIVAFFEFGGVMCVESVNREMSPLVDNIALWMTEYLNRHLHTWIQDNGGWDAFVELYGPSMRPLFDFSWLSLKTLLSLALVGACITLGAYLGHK
Bim-Bcl-XL – inhibitors of Bim-Bcl-XL binding, primary screen, biochemical, multiplexed, bead flow cytometry, human Bcl-XL | actives 0.04% (n = 190,000) | inhibition, % at 10 µM | Bim peptide-Bcl-XL binding, fluorescence | Bcl-2-like protein 1 (Homo sapiens), Q07817
Target sequence (Q07817 whole entry, looked up): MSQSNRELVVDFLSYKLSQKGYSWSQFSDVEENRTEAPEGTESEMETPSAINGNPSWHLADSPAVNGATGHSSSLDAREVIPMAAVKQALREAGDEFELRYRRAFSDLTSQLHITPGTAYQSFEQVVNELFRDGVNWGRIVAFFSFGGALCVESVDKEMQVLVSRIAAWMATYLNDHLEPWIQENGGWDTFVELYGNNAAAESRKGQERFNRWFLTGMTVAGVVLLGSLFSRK
Active calls of the source: *; ? = inconclusive; . = not tested or not shown. Cut-off read from the data, not from the text of the source, unless noted: active = inhibition above about 40%. Rows are unselected. About 0.62% of those tested had a hit in this group.

Each structure is followed by: Bfl-1 Bim block	Rac1 wt modul	Cdc42 wt GTP	Bcl-B Bim block	Rab2 wt GTP	Rab7 wt modul	Rac1 mut GTP	Bcl-W Bim block	HRas wt GTP	Bim-Bcl-2	Bim-Bcl-XL
- CC(C)n1c(-c2ccc(C(C)(C)C)cc2)n[nH]c1=S
  5	98	102	-17	100	101	97	-2	100	-2	-4
- Cn1c(=O)c2c(nc(Oc3ccc4c(c3)OCO4)n2Cc2ccc(Cl)cc2)n(C)c1=O
  -13	105	104	-2	103	101	101	2	104	-3	0
- CCS(=O)(=O)Nc1ccc(-c2cc(-c3ccccc3)c3cc(C)ccc3n2)cc1
  -1	96	96	-10	95	95	96	-4	94	-1	-7
- C=CCN1C(=O)/C(=C\c2ccc(Cl)cc2)N=C1SCC(=O)NC1CCCCC1
  -17	104	106	-8	105	103	100	-2	102	-11	-4
- CCNS(=O)(=O)c1ccc(NC(=O)Cn2cc([N+](=O)[O-])cn2)cc1
  -3	97	98	-2	100	105	95	0	98	-1	0
- Cc1c(Cl)cccc1NC(=O)[C@@H](NC(=O)c1ccccc1Cl)C(C)C
  -6	103	98	-1	103	98	99	1	101	-5	-1
- O=C(CNC(=S)N(Cc1ccccc1)Cc1cccs1)NCc1ccc(F)cc1
  -1	97	94	-5	92	93	94	-3	95	0	-1
- Cc1cnc(C(=O)OCC(=O)N2CCc3ccccc32)cn1
  -4	97	95	1	95	89	96	0	94	-1	0
- C/C(=N/NS(C)(=O)=O)c1ccc2ccccc2c1
  -2	107	105	0	102	101	102	-2	103	-2	-2
- CCCCNC(=O)c1ccccc1NC(=O)CCC
  -3	101	97	-4	96	98	97	0	97	0	0
- Clc1ccc(Cc2ccccc2)nn1
  -15	105	103	-11	99	100	99	-2	99	-7	-2
- CCN(C(=O)Cn1c(=O)oc2ccccc21)c1cccc(C(F)(F)F)c1
  -2	?	?	-1	?	?	?	-2	?	-3	-2
- CCOc1ccc2nc3sc(C(=O)N4CCN(C)CC4)c(N)c3cc2c1
  1	102	100	-2	98	99	99	-1	99	-1	-1
- COc1ccc(N2CC(C(=O)NC3=NCCS3)CC2=O)cc1 (stereo not given)
  0	96	91	2	92	94	95	-1	95	-2	0
- COc1ccc2c(C=O)cn(C)c2c1
  -10	102	100	-2	100	105	97	1	101	0	0
- Cc1n[nH]c(C)c1SCC(=O)Nc1ccc(F)cc1
  -18	100	100	-5	100	98	99	-1	97	-9	-2
- CCOC(=O)/C(C#N)=C/c1ccc(OC)c(OC)c1
  0	100	101	-1	98	95	99	-4	101	-1	-3
- Nc1nc(Nc2ccccc2)nc2ccccc12
  -3	104	102	-2	98	100	99	0	100	-3	0
- Cc1cc(C(=O)N[C@H](c2ccccc2)[C@@]2(C)C[C@@H]2[C@@H](C)C(=O)Nc2ccc3ccccc3c2)no1
  -3	105	102	-7	99	98	101	-1	100	-2	-5
- O=C(NC1CCCCC1)C1c2ccccc2C(=O)N1Cc1ccc2c(c1)OCO2 (stereo not given)
  5	99	103	1	99	94	98	-1	95	0	1
- C(=N\c1nccs1)/Nc1nccs1
  -5	99	102	-5	97	97	97	-2	97	-1	-4
- Cc1ccc(-c2nc(C3CCCN(S(=O)(=O)c4ccc(C(C)(C)C)cc4)C3)no2)cc1 (stereo not given)
  -10	98	96	-5	98	99	97	0	97	-9	-2
- COc1ccc(C)cc1NC(=O)c1ccc(OC(F)F)cc1
  0	106	100	-7	100	101	99	-2	99	-1	-3
- COc1cc(C)nc(NCc2ccccc2)n1
  -16	109	104	-6	103	104	101	1	105	-10	-8
- COc1cccc(OC)c1C(=O)Nc1ccc2c3c(cccc13)CC2
  2	101	98	0	98	98	99	3	100	-2	2
- O=C(O)CN1C(=O)/C(=C\c2cn(CC(=O)N3CCOCC3)c3ccccc23)SC1=S
  -5	90	94	0	90	92	93	-1	91	0	0
- Cc1ccc(/C=N\NC(=O)Cc2cccn2C)o1
  -3	102	97	-4	99	96	97	0	97	2	0
- Cc1nc2nc(C)n(-c3ccccc3)c2s1
  -2	102	105	-4	100	99	101	-2	102	-1	0
- COCCCNC(=O)Cn1nnc(-c2ccc(NC(=O)c3ccccc3F)cc2)n1
  .	104	99	.	100	102	100	.	100	?	.
- CCCC(=O)Nc1cc2c(cc1C(C)=O)OCCO2
  -10	102	98	-10	95	97	99	-4	96	-7	-3
- CC(C)CCNC(=O)CCCOc1ccccc1
  -1	99	99	-1	99	100	99	0	102	0	0
- COc1ccc(C2C(C(=O)c3ccccc3)N3c4ccccc4C=CC3C2[N+](=O)[O-])cc1 (stereo not given)
  2	94	95	5	100	101	93	3	95	7	2
- CCOC(=O)c1ccc(N=C2SC(C(=O)Nc3ccc(C(=O)O)cc3)CC(=O)N2Cc2cccs2)cc1 (stereo not given)
  -3	91	86	-1	90	88	86	0	93	-4	0
- Cc1nc2ccccc2nc1CN1CCN(Cc2ccc(F)c(F)c2)C(CCO)C1 (stereo not given)
  -3	96	95	-8	98	105	94	-5	99	-4	-4
- Cc1nc(N2CCCCC2)c2ccsc2n1
  -15	106	100	-6	102	101	97	1	103	-9	-4
- C=CCn1c(C)c(C(C)=O)c(N2CCOCC2)nc1=S
  48*	110	106	29	104	105	99	29	103	29	38
- Cc1cc(C)nc(N2CCCC(C(=O)NCC(c3ccccc3)c3ccccc3)C2)n1 (stereo not given)
  3	105	99	0	98	97	99	0	101	9	1
- O=C(CSc1nnc(SCC(=O)NCc2ccc3c(c2)OCO3)s1)NCc1ccc2c(c1)OCO2
  0	97	99	0	96	95	97	-3	96	-3	-3
- COc1ccc(Br)cc1CN(C)CC(=O)NCCc1ccccc1
  4	93	95	0	95	96	94	-2	93	-5	0
- CC(=O)c1ccc(N2CCN(C(=O)Nc3ccc(F)cc3F)CC2)cc1
  0	102	96	-3	95	96	98	4	97	-6	-1
- CC(CN1CCCCC1)OC(=O)C(C)(c1ccccc1)c1ccccc1 (stereo not given)
  -7	105	104	-5	100	101	100	2	102	-6	-1
- Cc1cccc(C)c1OCC(=O)OCC(=O)c1ccc2c(c1)NC(=O)CO2
  -10	105	102	-6	102	104	99	1	103	-10	-4
- O=C(CCCNS(=O)(=O)c1cccc2nsnc12)NCc1ccc(F)cc1
  -9	108	103	-5	105	104	101	4	103	-6	9
- COC(=O)[C@@H]1C2CCC(C(=O)Nc3ccccc3)(CC2)[C@@H]1C(=O)OC
  -1	103	105	2	101	97	100	2	102	1	0
- COc1cccc(C(=O)Nc2cccnc2)c1OC
  -8	99	96	-7	97	103	97	-8	98	-7	-6
- C=CCN=c1scc(-c2ccc3c(c2)NC(=O)CO3)n1/N=C(\C)c1ccccn1
  1	91	95	-2	95	95	92	-4	93	-4	-1
- Cc1cc(C)cc(NC(=O)Cn2cnc3c(nnn3Cc3ccc(F)cc3)c2=O)c1
  4	102	93	-1	100	108	95	-2	98	-2	2
- CCC(C)Nc1nc(OC)nc(N(C)C#N)n1 (stereo not given)
  -9	106	105	-8	98	102	97	1	103	-8	1
- O=C(COC(=O)C1COc2ccccc2O1)Nc1ccc2c(c1)CCC2 (stereo not given)
  -5	101	101	-5	98	97	94	-2	101	-4	-1
- CC1(C)NC(=O)N(CCCCSc2ccc(Cl)cc2)C1=O
  -2	103	101	0	102	103	98	0	104	-1	-1
- O=C(O)CSc1ccc2ccccc2n1
  1	100	99	-1	100	101	98	-3	102	-1	-2
- COc1cccc(-n2c(SCC(=O)NCc3ccco3)nnc2-c2c[nH]c3ccccc23)c1
  -10	109	104	-5	103	98	101	0	102	-8	-2
- Cc1ccc2c(C)c(C(=O)NCc3ccc(S(N)(=O)=O)cc3)oc2c1C
  -2	103	101	-2	102	106	97	0	104	0	0
- CCOc1ccccc1CN1CCC(O)CC1
  -4	94	97	-2	95	95	96	-1	97	-2	-2
- CCOC(=O)C(C(=O)OCC)c1cc(Br)c2noc3c2c1C(=O)c1ccccc1-3
  43*	94	103	10	99	102	89	43*	96	39	29

Screening data: PubChem BioAssay, NMMLSC
